Pf growth 48h: P. falciparum growth inhibition at 48 hours (one generation); Potency, µM (doses to about 28.7 µM), for inactives: at the top dose activity change, negative = inhibition, hits mostly inhibitors; P. falciparum luciferase growth in erythrocytes, 48 h; AID 504832; actives 5.9% (n = 310,000)
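Luciferase-expressing P. falciparum in infected erythrocytes (2% hematocrit, 0.1% parasitemia final) in RPMI 1640/0.5% Albumax were exposed to compound for 48 hours at 37 C, 5% CO2; growth read as luminescence.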
HCV inh: HCV inhibition; Huh7.5.1 HCVcc-Cre infection, luciferase reporter, 44 h; Potency, µM (top dose mostly 41.8 µM), for the others: at the highest dose activity change, negative = inhibition, actives largely listed as inhibitors; actives 3.4% (n = 340,000); AID 651820
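Reporter virus HCVcc-Cre (~0.5 moi) infects cells exposed to compound; seeding density 1,000 cells/well with 4 h settling beforehand. Luminescence, 15 sec read, taken 44 h post-infection following a 15 min RT substrate incubation.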
LmPK inh: inhibitors of Leishmania mexicana pyruvate kinase; purified LmPK, Kinase-Glo ATP luminescence, 1 h; Q27686; Potency, µM (doses to about 57.5 µM), for the others: top-dose activity change, negative = inhibition, most hits filed as inhibitors; actives 0.37% (n = 290,000)
Target sequence (Q27686 whole entry, looked up): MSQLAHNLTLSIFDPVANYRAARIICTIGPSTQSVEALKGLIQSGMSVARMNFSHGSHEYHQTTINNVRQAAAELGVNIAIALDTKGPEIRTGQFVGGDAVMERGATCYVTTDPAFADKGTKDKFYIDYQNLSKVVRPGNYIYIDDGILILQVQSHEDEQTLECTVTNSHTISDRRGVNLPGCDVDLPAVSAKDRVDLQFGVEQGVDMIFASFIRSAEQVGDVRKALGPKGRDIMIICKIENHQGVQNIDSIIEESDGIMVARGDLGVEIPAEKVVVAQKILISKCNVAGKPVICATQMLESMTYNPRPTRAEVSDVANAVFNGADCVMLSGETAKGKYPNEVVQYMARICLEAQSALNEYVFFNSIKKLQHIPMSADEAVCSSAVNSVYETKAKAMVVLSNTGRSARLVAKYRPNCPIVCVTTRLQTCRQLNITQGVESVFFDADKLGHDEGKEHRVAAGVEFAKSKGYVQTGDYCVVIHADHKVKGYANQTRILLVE
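Purified LmPK (0.1 nM) converted ADP (0.1 mM) to ATP with PEP (0.5 mM) in imidazole buffer pH 7.2 with KCl and MgCl2, 1 h at room temperature. ATP was read by Kinase-Glo luminescence; data normalized to uninhibited and no-enzyme controls.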
Pf growth 96h: P. falciparum growth inhibition at 96 hour, primary screen for plastid delayed-death inhibitors | actives 6.9% (n = 320,000) | P. falciparum luciferase reporter growth, 96 h | Potency, µM (doses to about 28.7 µM), for inactives: top-dose activity change, negative = inhibition, usual class: inhibitors
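Cell-based qHTS: luciferase-tagged P. falciparum in erythrocytes (2% hematocrit, 0.05% parasitemia final) incubated with compounds for 96 hours, 37 C, 5% CO2; luciferase detection reagent then added and luminescence measured.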
TbPYK inhibitor: T. brucei pyruvate kinase inhibition; Q57TT1; TbPYK enzyme, Kinase-Glo Plus ATP luminescence, 45 min; Potency, µM (titrated, usually from 76.8 µM), for the others: at the top dose activity, negative = inhibition, actives largely listed as inhibitors; actives 0.12% (n = 410,000); AID 624173; note: nearly all actives have a fitted effect of over 50% in size
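Assay buffer: 50 mM TEA pH 7.2, 100 mM KCl, 10 mM MgCl2, 0.05% BSA, 0.01% Tween-20. Pyruvate kinase from T. brucei plus substrate met compound, then ADP (130 uM final). Luminescence was read post 45 min RT.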
Sm TGR inh: S. mansoni TGR enzyme inhibition | Potency, µM (top dose mostly 114 µM), for inactives: at the highest dose activity change, negative = inhibition, most hits filed as inhibitors | purified TGR, DTNB reduction, TNB absorbance 405 nm | AID 485364 | Q962Y6 | actives 3% (n = 360,000); note: nearly all actives have a fitted effect of over 60% in size
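TGR 20 nM + NADPH 100 uM (dispensed conc.), cpd preinc 15 min RT; start with NADPH (500 uM addition) then DTNB (15 mM addition). Kinetic TNB absorbance, 405 nm filter. Four-parameter Hill fit across titration.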
* = called active by the depositor; ? = inconclusive; · = no result given; & = joins results of further samples; [ ] = another dose, or the depositor's remark. Calls come from the whole dose curve; as a rule, active = well fitted curve in the direction sought with a large enough effect; inconclusive = small, poorly fitted or top-dose-only effect, or another doubt; inactive = no such curve, though single readings can be large; an effect the other way counts as inactive or inconclusive. % is set by controls: 0 for no effect and ±100 for the full control effect; potency is the fitted concentration of half-maximal effect.

Molecule,Pf growth 48h,HCV inh,LmPK inh,Pf growth 96h,TbPYK inhibitor,Sm TGR inh
COc1ccc(C2(c3ccc(OC)cc3)NC(=O)N(CC(=O)N3CCOCC3)C2=O)cc1,0%,3%,·,5%,-1%,-4%
Cc1ccc(S(=O)(=O)N(CC(=O)NCc2ccco2)Cc2ccccc2F)cc1,?,-3%,5%,-13%,-5%,-1%
O=C(Nc1nnc(C2CC2)s1)c1ccncc1,25%,-8%,-8%,35%[activator],0%,10%
Cc1ccc(OCC(=O)NC(=S)Nc2cccc(C)n2)cc1,-18%,4%,0%,351%[activator],4%,-6%
CC(C)(C)NC(=O)NC(=O)CSc1nnc2ccccn12,-9%,14%,-1%,35%[activator],10%,-19%
CCCCN1C(=O)C(CC(=O)NCC)SC1=Nc1ccccc1 (stereo not given),-14%,-9%,-6%,?,-8%,6%
Brc1ccc2ncc(Br)cc2c1,-7%,?,-1%,-20%,12%,-8%
COc1ccc(-c2csc3nc[nH]c(=O)c23)cc1OC,-19%,-4%,1%,-4%,-1%,11%
CCOc1ccc(N(C(=O)c2snc(C(N)=O)c2N)C(C(=O)NCC2CCCO2)c2c[nH]c3ccccc23)cc1 (stereo not given),5.2µM*,?,0%,2%,0%,2%
Cc1cc(Cl)ccc1C(=O)C1CCCN(C(=O)c2n[nH]c3c2CCCC3)C1 (stereo not given),9%,2%,6%,?,-2%,3%
CCOc1ccc(-c2ccc(SCC(=O)NC3CCCCC3)nn2)cc1,93%[activator],·,1%,107%[activator],-8%,2%
Cc1ccc(CS(=O)Cc2ccc(C(=O)NC3CCCCCC3)o2)cc1 (stereo not given),-4%,7%,5%,?,-8%,?
O=[N+]([O-])c1ccc(-c2ccc(S(=O)(=O)NCCN3CCCC3)cc2)cc1,?,10µM*,4%,1%,2%,-8%
O=C(Cc1cccs1)Nc1nncs1,-3%,8%,-2%,?,-4%,2%
Cc1ccc(S(=O)(=O)Nc2nc(C)c(NC(=O)OCCCl)s2)cc1,20%,20%,2%,·,-5%,39%[activator]
O=C(c1ccc(N2CCCC2=O)cc1)N1CCN(c2ccccc2)CC1,10%,3%,0%,?,-4%,-21%
CC1(C)CC(=O)C(C=NCCN2CCN(C(=O)C34CC5CC(CC(C5)C3)C4)CC2)=C(O)C1,-1%,9%&0%,4%,288%[activator],2%,25µM*
CCOC(=O)CC1OC(=O)c2cc3c(cc21)C(=O)OC3CC(=O)OCC (stereo not given),9%,21%,-4%,20%,-2%,8%
CCN(CC(=O)Nc1ccc2c(c1)OCCO2)C(=O)CCc1ccc(OC)cc1,-9%,?,·,20%,2%,-9%
O=C(NNc1ccccn1)c1ccccc1CC[N+](=O)[O-],-14%,-10%,6%,?,3%,4%
C=CCn1c(SCc2nc3c(c(=O)[nH]c(=O)n3CCCC)n2CCC)nnc1-c1ccccc1,8.3µM*,2%,1%,·,-8%,2%
Cc1ccc(C(=O)O/N=C2\CC3CCC2(C)C3(C)C)cc1 (stereo not given),-17%,-1%,2%,-25%,3%,0%
CC(=O)c1cn(-c2ccc(Cl)cc2)c(=O)[nH]c1=O,18%,7%,0%,?,-8%,15%
Oc1cccc(/C=N/N2CCN(c3ccccn3)CC2)c1,53%[activator],-6%,-5%,59%[activator],-8%,-5%
Cc1ccccc1SCC(=O)N1CCN(c2ccc(C(F)(F)F)cn2)CC1,8%,?,2%,31%[activator],5%,-5%
COc1ccc(S(=O)(=O)N2CCC(C(=O)N3CCCCC3)CC2)cc1,-11%,-4%,-7%,?,-3%,-12%
C=CCc1cc(Cl)ccc1OCCOCCNC(C)CC (stereo not given),?,?,-3%,?,-1%,9%
CC1CC(C)(C)CC2(C1)NC(=O)N(CC(=O)NC1CCCc3ccccc31)C2=O (stereo not given),-22%,12%,5%,?,-10%,-2%
C/C(=N\NC(=O)Cc1ccc(Cl)cc1)c1cccc(NC(=O)c2cccnc2)c1,-20%,-24%,-15%,?,5%,1%
O=C(c1ccccn1)N1CCN(C(=O)c2ccccn2)CC1,39%[activator],27%,-5%,-4%,-3%,-3%
CCOc1ccc(NC(=O)c2ccccc2SC)cc1,123%[activator],-18%,-22%,55%[activator],3%,8%
CN(Cc1ncc[nH]1)C(=O)CC1C(=O)NCCN1Cc1c(F)cccc1Cl (stereo not given),9%,12%,-8%,24%,1%,-5%
O=C(NCc1cccs1)C1CC(=O)N(c2ccc(F)cc2)C1 (stereo not given),·,12%,-1%,·,-2%,0%
CNC(=O)Oc1ccccc1C(=O)Nc1ccccc1,?,·,·,?,4%,·
S=C(Nc1ccccc1Oc1ccccc1)Nc1cccc(Cl)c1Cl,-5%,17%,6%,?,-8%,-2%
COc1ccc(CNC(=O)c2cnc(C)cn2)c(OC)c1,-2%,0%,3%,·,-7%,?
COc1ccc(N2C(=O)c3ccccc3S2(=O)=O)cc1,2.9µM*,-1%,2%,46%[activator],0%,-2%
COc1ccc(C(=O)NC2CCCCCC2)cc1S(=O)(=O)N1CCCc2ccccc21,·,?,-2%,10µM*,6%,0%
CC(C)NC(=O)CC(=O)N/N=C/c1c(F)cccc1Cl,32%,13%,1%,?,14%,·
Cc1cc(N2CCCC2)ccc1C=C(C#N)C#N,-15%,-2%,2%,44%[activator],-3%,-35%
CN1CCN(Cc2nc3c([nH]2)c(=O)[nH]c(=O)n3C)CC1,27%,4%,-1%,16%,11%,1%
NC1=NC(=O)/C(=C\c2ccc(-c3ccc(Cl)cc3)o2)S1,-9%,13%,0%,5%,-4%,-24%
COc1ccc(NC(=O)C2CCCN(S(C)(=O)=O)C2)c(OC)c1 (stereo not given),4%,13%,-2%,7%,-1%,?
O=C(NCCCN1CCCC1=O)Nc1ccccc1Cl,13%,6%,-1%,13%,3%,0%
O=C(NC1=NCCCCC1)c1cccc2ccccc12,11%,17%,10%,20%,0%,1%
COc1ccccc1/C=c1\sc2nc(-c3ccco3)nn2c1=O,15%,11%,4%,?,5%,11µM*
Cc1cc(-c2ccccc2)nc(N(C)NC(=O)C(C)(C)C)c1S(C)(=O)=O,?,10%,-19%,?,6%,-1%
COc1ccc(N2CCN(C(=O)CCCCn3c(=O)[nH]c4ccsc4c3=O)CC2)cc1,0%,-2%,-4%,14%,-1%&2%,5%&-5%
CCCCCC(O)(CCN1CCCCC1)c1ccc(OCC)cc1 (stereo not given),?,?,0%,?,-19%,1µM*
CCOC(=O)CCC(NC(=O)c1ccccc1C(=O)NC(CCC(=O)OCC)C(=O)OCC)C(=O)OCC (stereo not given),20%,2%,6%,9%,-20%,5%
CCCCn1c(N)c(N(CCC(C)C)C(=O)c2c(C)noc2C)c(=O)[nH]c1=O,0%,5%,·,38%[activator],1%,-3%
Cc1cc(Nc2ccc(Br)cc2F)n2ncnc2n1,22%,6%[8.37 µM],-2%,-4%,-5%,-5%
CC(C)C(NC(=O)c1ccc(F)cc1)C(=O)N1CCC1 (stereo not given),7%,12%,·,?,-9%,-7%
CC1CCCN(S(=O)(=O)c2ccc(C(=O)Nc3nnc(-c4ccco4)o3)cc2)C1 (stereo not given),12µM*,?,1%,?,2%,-9%
CCC(=O)C1CCCN(C(=O)CCc2nnc(-c3ccc4c(c3)OCO4)o2)C1 (stereo not given),8%,7%,-2%,?,0%,-14%
CCOC(=O)Cc1cnc(NC(=O)CSc2nc3ncnc(N)c3[nH]2)s1,7%,-14%,1%,16%,-5%,-2%
Cc1ccc(C)c(C2C(C#N)=C(N)Oc3cc(C)oc(=O)c32)c1 (stereo not given),3%,27%,5%,105%[activator],-6%,7%
O=C1CC(C(=O)Nc2cccc(Cl)c2)n2ncnc2N1 (stereo not given),9%,23%,8%,?,3%,-5%
O=S(=O)(c1ccc(Cl)s1)N1CCC(Cc2ccccc2)CC1,·,12%,0%,28%,8%,-1%
Nc1nccnc1C(=O)OCc1nc2sc3c(c2c(=O)[nH]1)CCCC3,12%,20%,·,-31%,-3%,-4%

Individual results from the list:
LmPK inh result of O=C(NCCCN1CCCC1=O)Nc1ccccc1Cl is entered as -1%
HCV inh result of O=C1CC(C(=O)Nc2cccc(Cl)c2)n2ncnc2N1 (stereo not given) is entered as 23%
TbPYK inhibitor result of Nc1nccnc1C(=O)OCc1nc2sc3c(c2c(=O)[nH]1)CCCC3 is entered as -3%
Pf growth 48h result of CN1CCN(Cc2nc3c([nH]2)c(=O)[nH]c(=O)n3C)CC1 is entered as 27%
HCV inh result of COc1ccccc1/C=c1\sc2nc(-c3ccco3)nn2c1=O is entered as 11%

(further entries)
Molecule,Pf growth 48h,HCV inh,LmPK inh,Pf growth 96h,TbPYK inhibitor,Sm TGR inh
Cc1cccc2sc(NC(=O)CSc3nnnn3C)nc12,34%[activator],-17%,-1%,-13%,-3%,0%
COc1ccc(/C=C2\CCCC3C2=NN(C(=O)COC(=O)CNC(=O)c2ccccc2)C3c2ccc(OC)cc2)cc1 (stereo not given),·,0%,13%,?,-5%,2%
COC(=O)C1=C(c2cccc(OCc3ccccc3)c2)C[C@@H]2CC[C@H]1N2C(=O)NCc1ccc(C(C)(C)C)cc1,3.7µM*,25µM*,·,?,-5%,-1%
COC(=O)c1sc2nc3c(c(-c4cccs4)c2c1N)CCCC3,27%,?,3%,2%,-10%,-19%
O=C(O)CC/C(=N\Nc1ccccc1[N+](=O)[O-])c1cccs1,42%[activator],10%,-6%,0%,-8%,3%
C/C(N)=C(/C#N)C(=O)COC(=O)c1cc(-c2cccc3ccccc23)nc2ccccc12,-26%,?,0%,-29%,5%,-1%
N#Cc1ccsc1NC(=O)CN1CCCCC1,·,13%,-1%,-15%,-7%,-2%
O=C(c1cn(-c2ccccc2)nc1-c1cccc([N+](=O)[O-])c1)N1CCCCC1,?,?,-1%,23%,-3%,·
CCCNC(=O)CSc1nnc(-c2ccco2)n1C,11%,13%,3%,-9%,?,?
O=C(/C(=C/c1ccccc1)n1cncn1)c1ccc(Cl)cc1Cl,?,18%,2%,14%,-3%,0%
C=CC(=O)NC(NC(=O)C=C)c1ccccc1F,?,15%,7%,9.3µM*,-3%,7%
Cc1ccccc1OCC(=O)Nc1ccc2c(c1)C(=O)N(CCC(=O)O)C2=O,26%,2%,-12%,0%,4%,-25%
Nc1ccc(-c2ccc(N)c([N+](=O)[O-])c2)cc1[N+](=O)[O-],73%[activator],?,-13%,336%[activator],1%,-2%
CC(=O)c1c(COC(=O)c2ccco2)nc2ccccc2[n+]1[O-],17%,4%,12%,·,0%,40µM*

Complete entries from above:
COC(=O)c1sc2nc3c(c(-c4cccs4)c2c1N)CCCC3 across the screens: Pf growth 48h: 27%; HCV inh: ?; LmPK inh: 3%; Pf growth 96h: 2%; TbPYK inhibitor: -10%; Sm TGR inh: -19%
C/C(N)=C(/C#N)C(=O)COC(=O)c1cc(-c2cccc3ccccc23)nc2ccccc12 across the screens: Pf growth 48h: -26%; HCV inh: ?; LmPK inh: 0%; Pf growth 96h: -29%; TbPYK inhibitor: 5%; Sm TGR inh: -1%
